High-throughput results as filed in PubChem.
KCNH2 3.1 block: inhibitors of human KCNH2 3.1 potassium channel isoform; U2OS KCNH2 3.1, thallium flux FluxOr; stronger effect = lower value; activity change, % (tested at about 1.8 µM); hit rate 0.95% among 340,000; AID 720553;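 active means maximum activity change below -70%; inconclusive means maximum activity change from -70% to -50%; inactive means maximum activity change above -50%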;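 further: thallium influx rate constant from kinetic fluorescence after stimulation buffer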
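FluxOr-based Tl+ influx in U2OS cells transduced with KCNH2 3.1 virus; rate constants normalized to DMSO controls.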
FBPA coupling cs: coupling enzyme interference in Giardia aldolase counter-screen; coupling enzyme system counterscreen, AmpLite Red fluorescence; activity change, negative = inhibition, % at 58.2 µM, hits read low; hit rate 0.67% among 290,000; AID 2472; in the data active means activity change below about -30%
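Activity here indicates interference with the coupling reaction, not aldolase inhibition. Compounds at 57.5 uM final met coupling enzymes for 10 min at RT; substrate and AmpLite Red detection followed, with a 525/598 nm fluorescence read after 20 min.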
KCNH2 WT inh: blocks the wildtype human KCNH2 potassium channel | U2OS, BacMam KCNH2, thallium flux FluxOr; stronger effect = lower value | Q12809 | activity change, % at 1.84 µM | hit rate 0.37% among 340,000;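 active means maximum activity change below -70%; inconclusive means maximum activity change between -70% and -50%; inactive means maximum activity change above -50%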
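U2OS cells transduced with wild-type KCNH2 virus are loaded with FluxOr dye for 45 min, and thallium flux is measured in kinetic reads before and after stimulation buffer. Rate constants are normalized to DMSO controls.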
GALK inh: inhibitors of human galactokinase. Purified GALK, Kinase-Glo residual ATP luminescence. hit rate 0.007% among 270,000. Potency, µM (highest dose often 57.5 µM), for the others: at the top dose activity change, negative = inhibition, hits mostly inhibitors. P51570; further: potency means the concentration at half of the fitted maximal effect
Target sequence (P51570 whole entry, looked up): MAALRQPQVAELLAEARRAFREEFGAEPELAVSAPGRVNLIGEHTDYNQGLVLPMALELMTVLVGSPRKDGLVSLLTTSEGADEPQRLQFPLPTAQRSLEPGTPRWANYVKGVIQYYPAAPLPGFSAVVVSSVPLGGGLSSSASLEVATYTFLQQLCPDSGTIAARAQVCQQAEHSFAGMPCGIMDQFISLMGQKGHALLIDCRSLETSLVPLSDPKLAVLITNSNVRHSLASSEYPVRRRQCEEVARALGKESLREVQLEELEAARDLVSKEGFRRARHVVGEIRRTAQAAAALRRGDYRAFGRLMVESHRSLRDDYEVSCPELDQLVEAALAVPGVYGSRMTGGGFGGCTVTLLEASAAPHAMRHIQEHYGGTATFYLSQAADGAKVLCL
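Quantitative HTS: GALK 5 nM, ATP 35 uM, galactose 100 uM, 1 h room temperature, then luciferase-based ATP detection.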
Eya2 inh: blocks the phosphatase activity of human Eya2; O00167; recombinant Eya2, OMFP fluorescence dephosphorylation (OMFP is methylfluorescein phosphate); Potency, µM (series often up to 76.9 µM), for inactives: at the highest dose activity, negative = inhibition, usual class: inhibitors; hit rate 0.006% among 330,000; further: potency means the concentration at half of the fitted maximal effect
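Eya2 protein (added as 0.2 uM solution) was preincubated with compound for 10 min at ambient temperature in 50 mM HEPES pH 7.5, 50 mM NaCl, 5 uM MgCl2, 0.05% BSA, 1 mM DTT. OMFP (added at 50 uM) then reacted 10 min; fluorescence read at 485/525 nm.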
B2AR arrestin: agonists driving beta-arrestin recruitment to human beta2-adrenergic receptor; Potency, µM (doses to about 46.1 µM), inactives show top-dose activation, hits mostly activators; beta-arrestin recruitment to beta2AR, cell-based reporter; AID 492947; hit rate 0.02% among 330,000; P07550;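 further: potency means the concentration at half of the fitted maximal effect; 0% = DMSO controls and full agonism = EC100 isoproterenol or metaproterenol; nearly all actives have a fitted effect of over 65% in size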
USP2a inh: blocks human ubiquitin-specific protease USP2a; USP2 core, Ub-CHOP2 coupled fluorogenic reporter, 485/531; Potency, µM (highest dose often 38.3 µM), without a hit: top-dose activity change, negative = inhibition, usual class: inhibitors; hit rate 0.01% among 330,000; AID 463254;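 further: potency means the concentration at half of the fitted maximal effect; plate controls were DMSO wells for no effect and full inhibition by NEM control for full effect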
Target sequence (O75604 whole entry, looked up): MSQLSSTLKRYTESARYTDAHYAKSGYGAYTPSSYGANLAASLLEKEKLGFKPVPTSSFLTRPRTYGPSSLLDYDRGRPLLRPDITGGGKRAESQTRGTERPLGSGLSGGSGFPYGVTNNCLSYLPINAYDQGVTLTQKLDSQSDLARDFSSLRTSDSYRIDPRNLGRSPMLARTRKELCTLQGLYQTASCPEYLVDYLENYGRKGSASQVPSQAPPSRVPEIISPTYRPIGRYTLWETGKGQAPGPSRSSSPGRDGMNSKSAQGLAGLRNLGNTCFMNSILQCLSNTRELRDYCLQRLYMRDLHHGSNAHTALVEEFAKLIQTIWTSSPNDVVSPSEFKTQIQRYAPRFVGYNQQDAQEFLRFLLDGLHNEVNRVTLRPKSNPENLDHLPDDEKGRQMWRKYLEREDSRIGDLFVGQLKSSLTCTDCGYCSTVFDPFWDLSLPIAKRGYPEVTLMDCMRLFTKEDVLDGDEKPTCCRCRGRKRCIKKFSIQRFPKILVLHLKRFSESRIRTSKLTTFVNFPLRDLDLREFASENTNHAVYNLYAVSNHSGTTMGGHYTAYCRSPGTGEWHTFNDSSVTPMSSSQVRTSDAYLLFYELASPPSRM
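USP2 core (10nM final) preincubated 30min RT with compound in 20mM Tris-HCl pH 8.0, 2mM CaCl2, 2mM beta-mercaptoethanol, 0.05% CHAPS; 25nM Ub-CHOP2 plus 25nM reporter substrate added, fluorescence (Ex485/Em531) read after 60min.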
Chronic BCR inh: blocks chronic active B-cell receptor signaling; AID 493014; hit rate 0.05% among 340,000; ABC-DLBCL IkBa-CBG/CBR reporter, luminescence ratio, 4 h; Potency, µM (titrated, usually from 46.1 µM), for the others: top-dose ratio change, negative = lower green/red ratio, hits mostly inhibitors; active means well fitted inhibition curve with a large enough effect in the signal ratio, with a control signal flat, not every such curve was filed as active; inconclusive means small, poorly fitted or top-dose-only effect, or effect the other way, or a change in a side signal; the % refers to the signal ratio;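 further: potency means the concentration at half of the fitted maximal effect; plate controls were basal doxycycline-induced cells for no effect and cells given 10 µM MG132 for full effect; MG132 reads +100%, hits lower the ratio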
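TMD8 human ABC-DLBCL cells with doxycycline-inducible IκBα–green luciferase fusion and unfused red luciferase, in 0.5% FBS medium; compounds up to 46 uM, 4 h at 37C. Green/red luminescence ratio, filter-overlap corrected, fitted to concentration-response curves.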
PKM2 act: PKM2 (human) enzyme activation; purified PKM2, Kinase-Glo ATP luminescence, activation; response scale: 0% is enzyme alone, no compound; Potency, µM (titrated, usually from 57.5 µM), for the others: top-dose activation, actives largely listed as activators; hit rate 0.34% among 260,000; further: potency means the concentration at half of the fitted maximal effect; nearly all actives have a fitted effect of over 55% in size
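hPK-M2, >95% pure; 0.1 mM ADP / 0.5 mM PEP final; imidazole pH7.2 buffer w/ 7 mM MgCl2, 50 mM KCl; 1 h RT; Kinase-Glo lum. Intermediate enzyme activity for dual inhibitor/activator qHTS.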
Giardia killer: kills Giardia lamblia | Giardia lamblia trophozoite viability | hit rate 0.15% among 340,000 | AID 540267 | activity change, % at 7.66 µM, hits read low; in the data active means activity change below about -80%; inconclusive means between about -30% and that limit;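 further: parasites exposed to compound for two days anaerobically before the ATP read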
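Anaerobic 48 hrs incubation at 37 deg C of 100 trophozoites/well with test compounds; ATPLite 1-Step luminescence, 15-30 min RT, reports cellular ATP as viability.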
uPA generation: blocks generation of uPA at the cell surface. cell surface uPA generation assay, qHTS. Potency, µM (titrated, usually from 38.3 µM), without a hit: at the highest dose activity change, negative = inhibition, usual class: inhibitors. hit rate 0.31% among 330,000. AID 540303; active means well fitted inhibition curve with a large enough effect; inconclusive means small, poorly fitted or top-dose-only effect; inactive means no such curve, though single readings can be large or run the other way; tested in mouse RAW 264.7 cells; further: potency means the concentration at half of the fitted maximal effect; nearly all actives have a fitted effect of over 55% in size
Starred values were filed as active, the others as inactive; ? = inconclusive; nt = not tested or not shown; [ ] = another dose, or the depositor's remark. Unless noted, the call rests on the fitted dose curve; in most records, active means well fitted curve in the direction sought with a large enough effect; inconclusive means small, poorly fitted or top-dose-only effect, or another doubt; inactive means no such curve, though single readings can be large; an effect the other way counts as inactive or inconclusive. Unless noted, on the % scale 0 is the no-effect control and ±100 the full control effect.

SMILES	KCNH2 3.1 block	FBPA coupling cs	KCNH2 WT inh	GALK inh	Eya2 inh	B2AR arrestin	USP2a inh	Chronic BCR inh	PKM2 act	Giardia killer	uPA generation
COc1ccccc1N1CCN(C/C(O)=C(\C#N)c2nc(-c3ccccc3)cs2)CC1	2	-3	12	-1%	4%	-0.1%	-7%	?	1%	-2	-4%
Cc1ccc2c(c1)NC(=O)CC(c1ccccc1)=N2	15	3	5	0%	3%	2.5%	3%	18%	-1%	-6	-4%
COc1ccc(Cn2c(C)nnc2-c2cnn(C)c2N)cc1OC	?	2	2	-2%	-13%	-0.1%	4%	-11%	9%	-10	-4%
Cc1ccc(C(=O)OCC(=O)NC2CCCCC2)o1	-3	nt	11	4%	2%	-0.7%	1%	-1%	-6%	-6	-1%
Cc1ccc(NC(=O)N2CCCC2C(=O)NCCC2=CCCCC2)cc1 (configuration not stated)	nt	-1	-8	4%	11%	-1.1%	-1%	4%	-2%	-3	-1%
Cc1cc(NC(=O)c2ccccc2F)n(-c2nc3ccccc3[nH]2)n1	-7	1	-26	8%	0%	-0.1%	1%	6%	0%	2	-4%
Cc1ccc(S(=O)(=O)N2CCN(C(=O)N3CCOCC3)C2c2ccc(N(C)C)cc2)cc1 (configuration not stated)	12	1	0	1%	1%	0.0%	2%	1%	-3%	-7	nt
COc1ccccc1NC(=S)N(CCc1nc2cc(C)c(C)cc2[nH]1)Cc1cccnc1	6	0	-2	-3%	0%	-0.1%	2%	?	-9%	-3	-9%
Cc1c(C)[n+](=O)c2c(n1[O-])CCC2	-1	-1	-2	4%	-3%	-1.1%	2%	4%	5%	8	2%
Cc1cc(C(=O)NNC(=O)COc2c(C)cc(Br)cc2C)n[nH]1	-9	nt	-6	3%	-6%	-0.6%	0%	-11%	0%	-8	1%
CC(=O)C1=C(C)NC(SCC(=O)c2ccc(Cl)c(Cl)c2)=C(C#N)C1c1ccco1 (configuration not stated)	-4	-2	0	-1%	24%	11%	-18%	?	-5%	-7	9%
Cn1c(=O)c2[nH]c(=O)cnc2n(C)c1=S	10	-1	5	-1%	-4%	-1.5%	-1%	-4%	0%	16	-2%
Cc1ccc(C(=O)N/C(=C\c2cccs2)C(=O)NCCCn2ccnc2)cc1C	?	4	-75*	-2%	0%	2.1%	0%	?	-3%	11	1%
CC(=O)N1CCN(c2ccc(NC(=O)COc3ccc(Cl)cc3Cl)cc2)CC1	-19	0	-11	6%	12%	-0.5%	2%	0%	-2%	10	-10%
CCC(C)c1ccccc1N1CC(C(=O)N(C)CC(=O)Nc2cccc(F)c2)CC1=O (configuration not stated)	20	nt	0	nt	-5%	-0.9%	0%	-3%	nt	4	-3%
COc1cc(S(=O)(=O)Nc2cccc(C)c2)ccc1N=Cc1c(C)[nH]n(-c2ccccc2)c1=O	nt	-4	nt	0%	-9%	-0.6%	-7%	?	-2%	nt	nt
CCOc1cc(C(=O)N/N=C\c2cn(CC)nc2C)cc(OCC)c1OCC	3	3	-3	0%	-9%	0.4%	2%	?	-14%	-8	2%
CCc1noc(C)c1C(=O)N1CCN(S(=O)(=O)c2ccc(Cl)cc2)CC1	-21	nt	-4	nt	-2%	-0.2%	0%	4%	nt	-8	-2%
COc1ccc(-c2csc(NC(=O)c3cc(-c4cccs4)nc4ccccc34)n2)c(OC)c1	9	1	19	0%	-1%	0.0%	2%	1%	3%	1	2%
O=C(CN1C(=O)c2ccccc2S1(=O)=O)c1ccc(O)c(O)c1	26	2	-5	5%	1%	-0.4%	0%	-2%	-5%	-3	-2%
CC(C(=O)Nc1ccc(S(=O)(=O)N2CCCC2)cc1)N(C)CC(=O)Nc1cccc(F)c1 (configuration not stated)	6	nt	-3	nt	0%	-0.1%	1%	4%	nt	14	0%
CCCN(CC(=O)Nc1ccccc1C)C(=O)c1ccc(C2SCCS2)cc1	-16	nt	7	nt	13%	-1.2%	-1%	-16%	nt	-6	2%
Cc1cccn2c(=O)nc(SCC(=O)Nc3ccc4c(c3)OCCO4)nc12	-10	nt	7	nt	-6%	-0.2%	2%	?	nt	-2	2%
Brc1cnc2nc(SC/C=C/c3ccccc3)[nH]c2c1	-6	1	2	1%	-13%	0.0%	-2%	?	-3%	17	-2%
COc1ccccc1-c1noc(-c2cccnc2)n1	22	-4	-4	1%	2%	-0.2%	3%	-17%	-8%	-2	-3%

The listing continues:
SMILES	KCNH2 3.1 block	FBPA coupling cs	KCNH2 WT inh	GALK inh	Eya2 inh	B2AR arrestin	USP2a inh	Chronic BCR inh	PKM2 act	Giardia killer	uPA generation
CCOC(=O)c1ccc(N2C(=O)CC(Sc3nnc(C)s3)C2=O)cc1 (configuration not stated)	-12	1	3	3%	11%	-1.0%	-2%	-2%	?	4	3%
Cc1ccc(C(=O)NC(Cc2c[nH]c3ccccc23)C(=O)O)o1 (configuration not stated)	0	1	2	2%	1%	0.3%	3%	?	-1%	-11	-1%
Cc1cccn2cc(CCNC(=O)Cc3cccs3)nc12	-18	-1	-4	0%	5%	-0.2%	5%	-4%	1%	7	0%
Nc1cc2c(cc1C(=O)c1ccc(Cl)cc1)OCCO2	8	-3	16	1%	-33%	-0.3%	0%	?	-5%	4	nt
Cc1ccc(CNc2cnn(C34CC5CC(CC(C5)C3)C4)c(=O)c2Cl)cc1	4	5	4	1%	2%	-0.4%	4%	5%	5%	-4	1%
COc1ccccc1N1C(=O)CSC1=S	-11	-4	-21	1%	-2%	0.2%	3%	-1%	5%[11.5 µM]	0	-2%
C#CCOCCOCCOCCNc1nc(N2CCN(C(=O)[C@H](CCCCN)n3cc([C@@H](N)CO)nn3)CC2)nc(N2CCN(C(=O)[C@H](Cc3cc4ccccc4[nH]3)n3cc([C@@H](N)Cc4ccc(O)cc4)nn3)CC2)n1	nt	3	nt	-1%	5%	0.4%	0%	2%	-4%	nt	nt
CCN(CC)CCCNC(=O)c1ccc(C)c(NC(=O)C2=C(C)OCCS2)c1	7	0	0	nt	8%	-1.1%	-1%	0%	nt	3	5%
CCn1c(=N)n(CC(=O)c2ccc(OC)cc2)c2ccccc21	-9	0	6	-1%	-9%	0.0%	4%	?	2%	-8	-11%
COc1ccc(C(=O)COC(=O)C(C)N2C(=O)C3C4CCC(C4)C3C2=O)cc1 (configuration not stated)	1	1	4	0%	-3%	-0.1%	0%	-2%	0%	3	-1%
Cc1ccc(NC(=O)CN(C)C(=O)C(C)OC(=O)CNC(=O)c2ccc(Cl)c([N+](=O)[O-])c2)cc1 (configuration not stated)	42	nt	-2	nt	1%	-0.1%	1%	0%	nt	-4	-2%
CC(=O)OCCCNc1cc(SCc2ccco2)c2nonc2c1[N+](=O)[O-]	-46	-3	11	1%	4%	12%	0%	?	?	23	-10%
COc1ccc(C(=O)NCCc2ccccc2F)cc1OC1CCN(C(C)=O)CC1	nt	nt	-2	5%	2%	-0.1%	0%	12%	-5%	3	-3%
CCC(C)NC(=O)[C@@H]1CCCN1C(=O)C1CCN(S(=O)(=O)c2ccc(C)cc2)CC1 (some centres not stated)	10	nt	-17	-2%	-14%	0.0%	0%	14%	nt	1	8%
COc1cc(/C=N/NC(=O)c2cccc([N+](=O)[O-])c2)cc(OC)c1O	0	-1	8	-1%	-8%	0.1%	0%	?	10%	-1	3%
COc1cccc(C2C(=O)N(C3CCCCC3)CC(=O)N2Cc2ccc(F)cc2)c1 (configuration not stated)	10	0	-3	1%	-19%	0.2%	1%	0%	0%	-16	nt
Cc1cc(=O)c2cc3nc(-c4cccnc4)oc3c(Br)c2o1	nt	2	nt	4%	12%	-0.3%	-6%	3%	0%	nt	nt
CCN=C(NC#N)SCc1c(F)cccc1Cl	4	1	1	2%	-2%	0.3%	1%	?	7%	11	-5%
COc1cc(OC)cc(-c2sc3ccc(OC)cc3c2C#CCCO)c1	nt	nt	nt	nt	-2%	-0.3%	0%	?	nt	12	12%
CNC(=S)NC(CC(=O)OC)c1ccc2c(c1)OCO2 (configuration not stated)	?	0	2	5%	6%	0.1%	1%	-1%	-1%	-14	4%
Oc1c(C=NCc2ccncc2)sc2ccccc12	21	1	-8	-1%	3%	0.1%	2%	?	10%	8	2%
COc1ccccc1CNC(=O)C1CCN(S(=O)(=O)c2ccc(N3CCCC3=O)cc2)CC1	7	nt	2	3%	-2%	0.6%	0%	-5%	nt	-12	3%
CCOc1ccccc1C(=O)NCCCn1ccnc1	11	3	-13	1%	15%	0.4%	0%	-13%	3%	6	1%
O=c1c2cnn(-c3ccc(F)cc3)c2ncn1Cc1ccccn1	nt	-3	nt	0%	3%	-4.5%	-1%	3%	2%	nt	nt
COc1ccc(NC(=O)NC(C)c2ccc3c(c2)OCO3)cc1OC (configuration not stated)	nt	1	3	2%	7%	-1.1%	1%	0%	0%	8	-1%
O=C(O)CN(c1cccc(C(F)(F)F)c1)S(=O)(=O)c1ccccc1	-2	7	5	5%	9%	0.5%	4%	9%	-1%	3	3%
